# Bioassay records deposited in PubChem by National Center for Advancing Translational Sciences (NCATS).
# HEK293 tox = qHTS of GLP-1 Receptor Inverse Agonists: Cytotox Screen | HEK293 cAMP-luciferase reporter cells, luminescence, 24 h | Potency, µM (highest dose often 38.3 µM), inactives show at the top dose activity change, negative = inhibition, actives largely listed as inhibitors | actives 0.13% (n = 410,000);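 further: loss of luciferase light is scored as toxicity; potency means the concentration at half of the fitted maximal effect; on the % scale 0 is the no-effect control and ±100 the full control effect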
#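 MLSMR compounds, 24 hr on cells at 37 deg C/5% CO2; luminescence after luciferase reagent (12 min RT). Inhibition counted as the undesired cytotoxic outcome.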
# DRD3 agonist = qHTS of D3 Dopamine Receptor Agonist: qHTS; D(3) dopamine receptor (Homo sapiens), P35462; D3R DiscoveRx beta-arrestin cells, luminescence, 90 min; max activation, %; actives 0.58% (n = 410,000); in the data active means max activation above about 30%; further: 0% is about no effect; mostly tested at two doses, the higher about 12 µM
# Target sequence (P35462 whole entry, looked up): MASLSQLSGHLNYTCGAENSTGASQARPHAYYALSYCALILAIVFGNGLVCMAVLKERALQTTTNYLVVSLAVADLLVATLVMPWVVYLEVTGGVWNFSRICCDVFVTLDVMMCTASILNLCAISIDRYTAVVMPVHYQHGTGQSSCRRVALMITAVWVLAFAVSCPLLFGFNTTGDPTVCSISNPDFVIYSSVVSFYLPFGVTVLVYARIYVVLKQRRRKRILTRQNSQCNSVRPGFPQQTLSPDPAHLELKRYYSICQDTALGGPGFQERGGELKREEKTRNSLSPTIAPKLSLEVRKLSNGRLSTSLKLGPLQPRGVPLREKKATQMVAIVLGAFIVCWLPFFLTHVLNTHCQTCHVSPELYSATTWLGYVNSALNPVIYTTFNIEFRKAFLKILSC
#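 Agonist mode: compounds and dopamine controls were applied to plated cells for 90 min at 37 degrees C after an overnight attachment at 1500 cells/well. Luminescent read-out followed 30 - 60 minutes at room temperature with DiscoveRx detection reagent.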
# GLP1R inv ag = qHTS of GLP-1 Receptor Inverse Agonists (Inhibition Mode) | HEK293 GLP-1R CRE-luciferase, luminescence, 24 h; GLP-1R form is constitutively active | Potency, µM (top dose mostly 38.3 µM), inactives show top-dose activity change, negative = inhibition, hits mostly inhibitors | Glucagon-like peptide 1 receptor (Homo sapiens), P43220 | actives 1.6% (n = 410,000); further: potency means the concentration at half of the fitted maximal effect; on the % scale 0 is the no-effect control and ±100 the full control effect; nearly all actives have a fitted effect of over 55% in size
#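 Inverse agonism was detected as reduced cAMP-driven luciferase luminescence after 24 h compound treatment. The cells were HEK293 clones expressing constitutively active human GLP-1R with the reporter. Reporter-only and GPR119 cell lines served as counterscreen controls.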
# aSyn rescue = qHTS of alpha-syn Inhibitors. Yeast expressing alpha-synuclein, growth rescue, BacTiter-Glo, 24 h. AID 652106, 2013. Potency, µM (doses to about 46.1 µM), for the others: at the top dose growth rescue (activation), hits mostly activators. actives 0.14% (n = 370,000); further: potency means the concentration at half of the fitted maximal effect; % of control where 0% means no effect; nearly all actives have a fitted effect of over 65% in size
#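 Galactose-induced alpha-syn yeast (OD600=0.02, raffinose-pregrown) + pinned cpd, 24 hr, 30 deg C; growth by BacTiter-Glo luminescence. Growth restoration scores as activation.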
# PTHR1 ag = qHTS for PTHR1 Agonists: Primary Screen; actives 0.075% (n = 410,000); Parathyroid hormone/parathyroid hormone-related peptide receptor (Homo sapiens), Q03431; HEK293 GP2 PTHR1 cells, GloSensor cAMP luminescence, 1 h; Potency, µM (doses to about 115 µM), without a hit: at the highest dose activation, actives largely listed as activators; further: potency means the concentration at half of the fitted maximal effect; nearly all actives have a fitted effect of over 55% in size; some results filed as inactive show a strong effect at the top dose; inactives centre near -15; many of its hits are not listed in these tables
# Target sequence (Q03431 whole entry, looked up): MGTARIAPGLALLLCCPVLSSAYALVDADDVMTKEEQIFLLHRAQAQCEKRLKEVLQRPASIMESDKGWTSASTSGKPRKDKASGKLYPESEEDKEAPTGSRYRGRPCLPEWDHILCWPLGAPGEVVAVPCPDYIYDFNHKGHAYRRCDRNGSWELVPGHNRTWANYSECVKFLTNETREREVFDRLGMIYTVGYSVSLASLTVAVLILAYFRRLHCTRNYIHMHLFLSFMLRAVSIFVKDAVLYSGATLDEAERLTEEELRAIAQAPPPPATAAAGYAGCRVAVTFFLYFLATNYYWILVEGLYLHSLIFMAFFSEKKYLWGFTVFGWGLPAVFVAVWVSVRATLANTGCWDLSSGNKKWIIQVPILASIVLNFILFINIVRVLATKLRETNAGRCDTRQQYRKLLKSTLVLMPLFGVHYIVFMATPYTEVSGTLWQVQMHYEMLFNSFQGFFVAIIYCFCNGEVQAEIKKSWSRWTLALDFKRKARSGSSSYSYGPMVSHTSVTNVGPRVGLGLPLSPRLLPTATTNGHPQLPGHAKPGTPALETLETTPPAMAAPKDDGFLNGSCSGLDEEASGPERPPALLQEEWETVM
#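 HEK-293-derived GP2 cells expressing PTHR1 and a GloSensor cAMP reporter, 3,000/well, plated overnight, given luciferin plus IBMX (each 0.5 mM as added) for 1 h at 37 °C, then compound for 1 h at 37 °C. Luminescence was read after 15 min at room temperature.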
# GLP1R ag = qHTS of GLP-1 Receptor Agonists; Potency, µM (doses to about 45.6 µM), for inactives: at the highest dose activation, most hits filed as activators; actives 0.007% (n = 380,000); HEK293 GLP-1R CRE-luciferase, luminescence, 4-6 h; cells express a hypersensitive GLP-1R form; Glucagon-like peptide 1 receptor (Homo sapiens), P43220; further: potency means the concentration at half of the fitted maximal effect; % of control where 0% means no effect
# KB-V1 cytotox = qHTS assay for MDR1-selective chemotherapeutics: Primary screen using the drug-selected MDR subline cells KB-V1; Potency, µM (series often up to 46.1 µM), for inactives: top-dose activity change, negative = cytotoxicity, actives largely listed as cytotoxic; AID 1347076, 2019; KB-V1 MDR cells viability, CellTiter-Glo, 72 h; actives 3.4% (n = 400,000); further: potency means the concentration at half of the fitted maximal effect; on the % scale 0 is the no-effect control and ±100 the full control effect; nearly all actives have a fitted effect of over 60% in size
#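 Cells of the MDR subline KB-V1 are plated, dosed with compound at multiple concentrations, and incubated 72 h at 37 degrees C; CellTiter-Glo is then added and luminescence read after 10 min.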
# DRD3 antagonist = qHTS of D3 Dopamine Receptor Antagonist: qHTS | actives 2.5% (n = 360,000) | D3R cells, DiscoveRx beta-arrestin luminescence, antagonist mode; hits give low values | AID 652054, 2013 | max response, negative = inhibition, %; in the data active means max response below about -50%; inconclusive means no clear call, values can overlap the other calls; further: on the % scale 0 is the no-effect control and ±100 the full control effect; mostly tested at two doses, the higher about 12 µM
#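 Cells expressing the human receptor were seeded at 1500 cells/well, incubated overnight at 37 degrees C in 5% CO2, then exposed to library compounds with dopamine controls for 90 minutes at 37 degrees C before luminescent detection.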
# TDP-43 yeast inh = qHTS of TDP-43 Inhibitors; TDP-43 expressing yeast growth rescue, BacTiter-Glo, 24 h; actives 1.8% (n = 410,000); Potency, µM (top dose mostly 46.1 µM), without a hit: at the highest dose growth rescue (activation), actives largely listed as activators; further: potency means the concentration at half of the fitted maximal effect; % of control where 0% means no effect; nearly all actives have a fitted effect of over 50% in size
#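 In this qHTS, compounds that restore growth of yeast expressing TDP-43 appear as activators. Cells (OD600=0.02, galactose medium, raffinose-pregrown) are incubated with compound 24 hr at 30 deg C and growth is quantified by BacTiter-Glo.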
# The depositor's hits bear a star; i = inactive; ? = inconclusive; · = not tested or not shown; [ ] = remark or other dose. Unless noted, the call rests on the fitted dose curve; in most records, active means well fitted curve in the direction sought with a large enough effect; inconclusive means small, poorly fitted or top-dose-only effect, or another doubt; inactive means no such curve, though single readings can be large; an effect the other way counts as inactive or inconclusive. The list is partial, so the mix of outcomes need not match the whole.
SMILES,HEK293 tox,DRD3 agonist,GLP1R inv ag,aSyn rescue,PTHR1 ag,GLP1R ag,KB-V1 cytotox,DRD3 antagonist,TDP-43 yeast inh
O=C(CSc1ncccn1)NCCC1=CCCCC1,-1%,-4,0%,-9%,-10%,6%,12%,5,-7%
NS(=O)(=O)c1ccc(CCNC(=O)C2CCN(S(=O)(=O)c3cccc4cccnc34)CC2)cc1,16%,5,18%,-1%,i,-3%,-27%,4,5%
COc1cccc(CN(Cc2ccccc2F)S(=O)(=O)c2ccc(S(=O)(=O)NCc3ccccc3)cc2)c1,-9%,4,21%,2%,-1%,0%,4%,-4,11%
CCOc1ccc(C2C(C#N)=C(N)SC(N)=C2C#N)cc1OCC,8%,-2,67%[activator],-14%,-5%,13%,24%,?,16%
COc1ccc(/C=C2/C(=O)N(c3ccccc3)N=C2C)c(OC)c1,1%,3,12%,-4%,-2%,-2%,-9%,7,4%
Cc1cc(C)c2c(c1)/C(=C/C(=O)c1ccc(Br)s1)C(=O)N2,1%,-5,4%,-7%,i,2%,23µM*,?,18µM*
c1ccc(-c2cn(C[C@H]3CC[C@@H]([C@@H]4CC[C@H](Cn5cc(-c6ccccn6)nn5)O4)O3)nn2)nc1,-1%,4,15%,0%,i,-4%,11%,6,13%
COc1cccc(NC(=S)NNC(=O)Cn2nc(C(F)F)cc2C(F)F)c1,54%,3,48%[activator],-1%,-7%,0%,15%,12,15%
CCCNC(=O)c1ccc2c(=O)c(O)c(-c3ccc(OC)cc3)[nH]c2c1,2%,9,?,-14%,-13%,-6%,-9%,8,-6%
COc1ccc2c(CN(C)c3ccccc3)cc(=O)oc2c1,-4%,2,?,-18%,-40%[inhibitor],-2%,18µM*,-7,0%
Cc1onc(-c2ccccc2)c1C(=O)Nc1ccon1,6%,1,-1%,-1%,i,-11%,-8%,-17,-6%
CCN(c1ccccc1)c1nc2nonc2nc1NCCO,-4%,4,5%,0%,-16%,12%,3%,5,-7%
N#CCC(=O)Nc1ccc(C(=O)Nc2ccc3c(c2)OCO3)cc1,2%,-2,-1%,1%,29%,2%,10%,-12,2%
COc1ccc(CC(=O)NCc2n[nH]c(=S)n2-c2ccccc2)cc1,8%,3,21%,3%,i,-9%,?,-5,8%
CCCn1c(=O)c(C(=O)Nc2ccccc2N)c(O)c2ccccc21,4%,-5,10%,-7%,i,8%,2%,?,16%
CCC(C)(C)NC(=O)C(c1ccc(F)cc1)N(Cc1cccc(OC)c1)C(=O)c1cnccn1 (stereo unspecified),-3%,-1,6%,2%,25%,2%,-2%,10,-10%
CCCCc1ccc(NC(=O)C(C)CC)cc1 (stereo unspecified),-18%,-6,?,-13%,i,10%,0%,7,11µM*
CCOc1ccc(-c2noc(CCC(=O)NC3CCCCC3)n2)cc1OC,1%,-3,-6%,-2%,-4%,1%,-25%,-27,16%
COc1ccccc1NS(=O)(=O)c1cc(NC(=O)c2ccncc2)ccc1N1CCCC1,1%,1,-17%,4%,-32%[inhibitor],7%,?,15,15%
c1ccc(-c2nnc(CN3CCCc4ccccc43)o2)cc1,29%,-7,-30%,17%,-23%,14%,-11%,-13,13%
CCOC(=O)c1oc2cc(O)cc(O)c2c(=O)c1OCc1ccccc1,3%,1,2%,2%,-24%,5%,15%,15,?
CC1CCC(C(O)(C(=O)c2ccccc2)c2ccccc2)C(=O)C1 (stereo unspecified),1%,-8,-77%,2%,-11%,-7%,-2%,0,-2%
COCCCNC(=O)CSc1nc2c(sc3ccccc32)c(=O)n1CCCC(=O)NCC1CCCO1 (stereo unspecified),1%,-1,-8%,-2%,-12%,4%,?,2,-22%
COc1ccccc1C(=O)N/C(=C/c1ccc2c(c1)OCO2)C(=O)Nc1cccc(C(=O)O)c1,-1%,17,31%,-3%,-4%,6%,0%,12,6%
CC(=O)c1cccc(-c2ccnc3c2CC(C(=O)NCc2ccc(F)c(F)c2)O3)c1 (stereo unspecified),-4%,-6,?,-1%,i,15%,?,-25,?

# Reformatted with two lines to a compound: 2 of the compounds above
# Sequence of screens: HEK293 tox	DRD3 agonist	GLP1R inv ag	aSyn rescue	PTHR1 ag	GLP1R ag	KB-V1 cytotox	DRD3 antagonist	TDP-43 yeast inh
> CCCCc1ccc(NC(=O)C(C)CC)cc1 (stereo unspecified)
 : -18%	-6	?	-13%	i	10%	0%	7	11µM*
> CCOc1ccc(-c2noc(CCC(=O)NC3CCCCC3)n2)cc1OC
 : 1%	-3	-6%	-2%	-4%	1%	-25%	-27	16%

# In the list so far, 2 have an aryl thioether with sulfur outside any ring:
SMILES,HEK293 tox,DRD3 agonist,GLP1R inv ag,aSyn rescue,PTHR1 ag,GLP1R ag,KB-V1 cytotox,DRD3 antagonist,TDP-43 yeast inh
O=C(CSc1ncccn1)NCCC1=CCCCC1,-1%,-4,0%,-9%,-10%,6%,12%,5,-7%
COCCCNC(=O)CSc1nc2c(sc3ccccc32)c(=O)n1CCCC(=O)NCC1CCCO1 (stereo unspecified),1%,-1,-8%,-2%,-12%,4%,?,2,-22%

# Next part.
SMILES,HEK293 tox,DRD3 agonist,GLP1R inv ag,aSyn rescue,PTHR1 ag,GLP1R ag,KB-V1 cytotox,DRD3 antagonist,TDP-43 yeast inh
Nc1ccc(-c2cc3ccccc3oc2=O)cc1,35%[activator],-8,?,6%,i,-1%,-20%,-29,13%
CCn1c2ccccc2c2nnc(SCC(=O)O)nc21,2%,-2,12%,·,20%,·,·,·,0%
COc1ccc(CCC(=O)NCc2ccc3c(c2)OCO3)cc1,10%,5,-6%,-1%,-5%,9%,-2%,-5,-5%
C/[N+]([O-])=C\c1ccc([N+](=O)[O-])o1,-7%,6,14%,0%,?,6%,-8%,-25,?
CC[C@]12c3[nH]c4cc(-c5ccco5)ccc4c3CCN1C(=O)[C@@H](CC(=O)NCCN1CCOCC1)C[C@@H]2C(=O)N1CCN(C(=O)c2ccco2)CC1,1%,4,14%,1%,i,-2%,28%,7,2%
C/C(=C\c1ccc(N)cc1)c1nc2ccccc2[nH]1,-7%,0,14%,-10%,-29%,17%,6%,-19,8%
O=C1C=C(N(CCO)Cc2ccccc2)c2ccccc2C1=O,6%[0.307 µM],-17,19%[0.307 µM],-22%,-14%,-25%,18µM*,?,12%
O=C(NCCc1ccccc1)C(=O)NCc1ccncc1,4%,4,15%,0%,i,-4%,6%,7,4%
Cc1cc(C)nc(NS(=O)(=O)c2ccc(NC(=O)Cc3ccc(F)cc3)cc2)n1,-7%,4,-4%,-1%,-21%,1%,25%,4,15%
CCN1CCN(CCCNC(=O)c2cc3c(=O)n(C)c4ccccc4c3s2)CC1,-3%,-4,8%,·,-21%,·,-26%,·,-4%
Cc1ccc(C(C(=O)NCCc2ccccc2)N(C(=O)c2csnn2)C2CC2)cc1 (stereo unspecified),6%,-5,-25%,6%,-10%,2%,?,-6,1%
Cc1ccccc1C(=O)n1nc(-c2cccnc2)nc1NCc1ccccc1,-6%,-3,?,·,i,·,2%,·,4%
O=C(OC1CCCCC1=O)c1cc(S(=O)(=O)N2CCOCC2)ccc1F (stereo unspecified),-8%,22,26%,1%,i,0%,46%,4,-11%
c1coc(CN(Cc2cccs2)Cc2nnnn2C2CCCCC2)c1,-7%,0,?,6%,-13%[57.5 µM],2%,-9%,6,?
O=C(NC1CCCCC1)C(c1ccncc1)n1c(=O)c(-c2ccccc2)nc2ccccc21 (stereo unspecified),-17%,-11,-1%,3%,i,·,-19%,-15,21%
COc1cc(N=Nc2c(O)c3ccccc3[nH]c2=O)c(OC)cc1N=Nc1ccccc1,-14%,19,7%,1%,i,10%,-7%,69,-23%
COc1ccc(Cc2nnc(N/N=C/c3ccc(O)cc3O)[nH]c2=O)cc1OC,-36%,1,?,1%,i,-11%,-33%,6,7%
CCCN1CCC(NC(=O)Nc2ccc(F)cc2F)CC1,-1%,-4,1%,·,10%,-1%,-15%,-53*,0%
O=C(Nc1cccc(S(=O)(=O)N2CCCC2)c1)c1ccncc1,-22%,0,19%,0%,-12%,2%,-12%,9,17%
CCOC(=O)C1CCCN(C(=O)c2cc(COc3ccc(C)nc3)on2)C1 (stereo unspecified),-2%,0,17%,2%,-28%,15%,16µM*,-6,20%
COc1cccc(NC(=O)c2cc(-c3ccco3)nc3ccccc23)c1,11%,1,12%,-8%,-7%,13%,?,0,-14%
CC(C)Cn1c(-c2cccc(Br)c2)nc2ccccc21,1%,5,?,·,-21%,·,8%,·,?
COc1ccc(-c2nc3ccccc3n3c(-c4ccccc4)c4c(=O)n(C)c(=O)n(C)c4c23)cc1OC,2%,0,5%,·,i,·,1%,·,0%
CCc1c(C)c(C#N)c2nc3ccccc3n2c1NC,30%,-3,35%[activator],-1%,-23%,6%,-4%,3,-8%
O=C(c1ccc(F)cc1)C1CCN(C(=O)N2CCOCC2)CC1,1%,5,-6%,2%,i,1%,?,12,7%
CCOC(=O)c1cc(S(=O)(=O)N2CC(C)CC(C)C2)cn1C (stereo unspecified),0%,8,-28%,2%,-9%,-3%,5%,19,-5%
Cn1ncc2c(NNC(=O)C3CCCCC3)ncnc21,-8%,1,6%,2%,i,7%,-3%,-2,11%
COc1ccc(CNC(=O)c2c(N)n(CCCN3CCOCC3)c3nc4ccccc4nc23)cc1,375%[activator],9,?,-3%,-24%,-15%,?,36,-14%
Cc1cc(=O)[nH]c(N/N=C/c2cccc(Br)c2)n1,-14%,0,38%[activator],-1%,-17%,10%,0%,-9,-2%
COc1ccc(-c2cc(C)no2)cc1S(=O)(=O)Nc1cccc(C)c1,-14%,-3,?,23%,i,4%,3%,1,?
